From PubChem BioAssay
APP transl inh: APP translation inhibition. SH-SY5Y APP 5'UTR-luciferase reporter, luminescence. inhibition, % at 2 µM. 0.82% of 190,000 active. AID 1285;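 active = inhibition above a set limit, derived from the sample mean plus 3 SD, cut at about 45% in these data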; note: values of inactives mirror those of a sister screen read the other way
NF-kB neuron act: compounds increasing NF-kB expression in human neuronal cells | NF-kB reporter expression; stronger effect = higher value | 1.6% of 190,000 active | AID 1239 | fold change at 12.5 µM; in the data active = fold change above about 3.3
Hsp70 act: transcriptional activators of Hsp70; HeLa Hsp70 promoter luciferase reporter, luminescence; scaled: vehicle 0, proteasome-inhibitor control 100%; activation, % at 10 µM; 0.04% of 200,000 active; AID 1203;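 active = activation above the mean across all tested compounds plus 3 SD, cutoff set per campaign, cut at about 5.5% in these data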;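 note: 100% = MG132 at 30 µM as the positive control and 0% = DMSO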
STAT3 inh: inhibitors of IL-6 induced STAT3 signaling; U3A cells, IL-6 STAT3-luciferase reporter, luminescence; host cell line lacks STAT1; inhibition, % at 5.5 µM; 0.89% of 190,000 active; AID 862;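 active = inhibition above the mean inhibition across all screened compounds plus 3 SD, cut at about 44% in these data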;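 note: 0% = DMSO only wells and 100% = 100 µM nifuroxazide control wells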
APP 5'UTR act: activates APP 5'UTR luciferase reporter. SH-SY5Y APP 5'UTR luciferase reporter, luminescence; zero percent = DMSO vehicle wells. activation, % at 2 µM. 1% of 190,000 active. AID 1276;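 active = activation above a set limit, based on mean plus 3 SD of controls, cut at about 140% in these data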; note: values of inactives mirror those of a sister screen read the other way
RAM inhibit: blocks the yeast RAM network | S. cerevisiae dse1pr::URA3 reporter, 5-FOA growth OD615, 2 d; analog-sensitive cbk1-as2 kinase mutant strain | inhibition, % at 50 µM | 1.8% of 190,000 active | AID 868;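 active = inhibition above a set limit, 3 SD over mean compound inhibition, cut at about 8.4% in these data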;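 note: 0% = DMSO-only wells with no growth and 100% = 10 µM 1-NA-PP1 full growth; inhibition rescues growth on 5-FOA so higher OD means more RAM inhibition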
FLuc inhib CS: Photinus pyralis luciferase inhibition counter-screen; P08659; ATPLite firefly luciferase biochemical luminescence, 10 min; inhibition, % at 10 µM; 1.5% of 200,000 active; AID 1006;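 active = inhibition above about 50% when tested at 10 µM, limit read from the data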
Target sequence (P08659 whole entry, looked up): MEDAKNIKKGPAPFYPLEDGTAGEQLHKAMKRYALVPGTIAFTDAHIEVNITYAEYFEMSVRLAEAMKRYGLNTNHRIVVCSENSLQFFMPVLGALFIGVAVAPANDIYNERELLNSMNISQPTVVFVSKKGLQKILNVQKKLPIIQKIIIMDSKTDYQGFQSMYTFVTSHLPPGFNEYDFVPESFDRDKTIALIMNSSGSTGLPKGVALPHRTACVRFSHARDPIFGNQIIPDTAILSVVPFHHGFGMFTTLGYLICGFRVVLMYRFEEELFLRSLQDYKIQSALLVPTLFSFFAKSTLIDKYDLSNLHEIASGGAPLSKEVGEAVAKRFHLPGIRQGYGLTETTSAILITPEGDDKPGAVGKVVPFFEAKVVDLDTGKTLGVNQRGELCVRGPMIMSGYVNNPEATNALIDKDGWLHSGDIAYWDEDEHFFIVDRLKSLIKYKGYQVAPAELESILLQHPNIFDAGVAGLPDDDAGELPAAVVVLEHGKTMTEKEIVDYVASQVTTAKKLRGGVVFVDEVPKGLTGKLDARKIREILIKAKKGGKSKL
STAT1 act: activators of IFN-gamma induced STAT1 signaling; activation (% of control), % at 5.5 µM; 2.6% of 200,000 active; NIH 3T3 STAT1-luciferase reporter, luminescence; 100% = IFN-gamma alone, no compound;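 active = activation above the screen-wide mean activation plus 3 SD, cut at about 130% in these data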;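 note: raw ratio to IFN-gamma control signal so 100% means no change and 0% no light; values of inactives mirror those of a sister screen read the other way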
STAT1 inh: STAT1 signaling inhibition; NIH 3T3 STAT1-luciferase reporter, IFN-gamma, luminescence; inhibition, % at 5.5 µM; 0.35% of 200,000 active;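 active = inhibition above a set limit, the mean inhibition across all tested compounds plus 3 SD, cut at about 34% in these data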;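 note: 0% = IFN-gamma with DMSO and 100% = IFN-gamma with 300 µM nifuroxazide; values of inactives mirror those of a sister screen read the other way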
STAT3 activator: activators of IL-6 induced STAT3 signaling. U3A cells, IL-6 STAT3-luciferase reporter, luminescence; 100% = signal with IL-6 EC80 alone. activation (% of control), % at 5.6 µM. 0.91% of 190,000 active. AID 871;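 active = activation above the screen-wide mean of compound activation plus 3 SD, cut at about 130% in these data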;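 note: 0% = background luminescence of wells with medium and substrate only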
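system = STAT3-luciferase reporter U3A cells | reagent = IL-6 stimulus at 33 ng/mL final | timing = 1 h compound pre-exposure, 6 h IL-6 stimulation, 37 °C | measured by = luminescence | evaluation = % activation versus median of IL-6-stimulated wells | control set = IL-6-only wells as 100% reference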
The depositor's hits bear a star; x = no result given.

Value order – APP transl inh	NF-kB neuron act	Hsp70 act	STAT3 inh	APP 5'UTR act	RAM inhibit	FLuc inhib CS	STAT1 act	STAT1 inh	STAT3 activator
Clc1ccc(-c2nn3c(C4COc5ccccc5O4)nnc3s2)cc1 (configuration not stated)
→ -12	1.3	-0.1	-8	12	4.8	-9	98	2	109
Cc1ccc(C(=O)CCNc2ccc(F)c(Cl)c2)o1
→ -31	5.4*	-0.1	20	31	1.1	-3	107	-6	87
COc1ccc(C2CC(=O)N(C)c3ccccc3S2)cc1 (configuration not stated)
→ -6	0.86	0.2	40	6	1.3	0	78	22	68
CCCCCOc1ccc2oc(=O)c3c(c2c1)CCCN3C(=O)CN1CCCC(C(=O)OCC)C1 (configuration not stated)
→ -4	0.61	-0.4	2	4	-1.1	-7	100	0	104
CCn1c(/C=C/Nc2ccccc2)[n+](CC)c2cc(Cl)c(Cl)cc21
→ 4	2.4	-0.1	14	-4	1.6	-4	82	21	91
CCC(=O)Nc1ccc(Cl)c(NC(=O)c2ccccc2OC)c1
→ 0	0.94	-0.2	24	0	1.8	-3	108	-8	86
O=C(CCSCc1ccccc1F)NCCc1ccccc1
→ 6	1.1	0.0	6	-6	2.9	-4	102	-1	100
COc1ccccc1NC(=O)c1cnc2c(-c3ccccc3)c(C)nn2c1C
→ -4	1	-0.1	8	4	3.7	0	106	-8	95
COC(=O)C1=C(C)N=C2SC(C#N)=C(N)N2C1c1cccc(OC)c1 (configuration not stated)
→ -9	0.91	-0.1	-2	9	2.2	-2	102	-2	107
COc1ccc(OC)c(-c2csc(NC(=O)C3=NNC(=O)CC3)n2)c1
→ 12	0.95	-0.3	18	-13	3.9	6	106	-8	90
Cc1cc(C(=O)OCc2nc3ccccc3s2)c(C)o1
→ -38	2	0.4	12	38	0.4	1	132*	-36	97
Cc1ccc(C2(c3ccc(C)cc3)CC2C(=O)Nc2ccc([N+](=O)[O-])cc2O)cc1 (configuration not stated)
→ 5	0.71	-0.2	11	-5	6.3	-11	99	1	95
CNc1nc(Sc2ccccc2)cc(C(F)(F)F)n1
→ -6	1.6	-0.1	-11	6	-0.5	-3	109	-9	115
CCOC(=O)c1ccccc1-c1cn2cc(Cl)ccc2n1
→ -5	1.3	0.5	-16	5	0.1	43	102	-2	113
CCCCOc1ccc(NC(=O)[C@@H]2CCCN2C(=O)C2CCN(S(=O)(=O)c3ccc(C)cc3)CC2)cc1
→ -10	1.2	-0.1	2	10	5.2	-6	103	-3	102
C#CCOCCOCCOCCNc1nc(N2CCN(C(=O)[C@H](CCCCN)n3cc([C@@H](N)C(C)CC)nn3)CC2)nc(N2CCN(C(=O)[C@H](Cc3ccc(O)cc3)n3cc([C@@H](N)CC(C)C)nn3)CC2)n1 (some centres not stated)
→ -18	1.2	-0.1	x	17	1.1	-1	98	4	x
Cn1c(SCC(=O)NCc2ccccc2)nc2c([nH]c3ccccc32)c1=O
→ -18	0.91	0.1	4	18	0.4	-1	94	6	105
Cc1[nH]c2ccccc2c1C(=O)CSc1ccccn1
→ -14	2.1	-0.1	11	14	4.1	2	113	-16	93
Cc1cccc(NC(=O)CSc2nnc(CSc3nc(C)cc(C)n3)n2Cc2ccco2)c1
→ -10	1	0.0	-1	10	1.2	-6	98	2	105
CCC1CCCCN1C(=O)c1noc(C(C)C)c1[N+](=O)[O-] (configuration not stated)
→ 9	0.9	-0.4	9	-9	-0.7	-10	101	-1	96
CSCCC(/C(O)=C(\C#N)c1nc2ccccc2[nH]1)N1C(=O)c2ccccc2C1=O (configuration not stated)
→ 2	0.87	-0.1	10	-2	3.8	-3	102	-2	96
O=C(Nc1nnc(-c2ccc3c(c2)OCCO3)o1)C1CCCCC1
→ -85	1.6	-0.3	-18	85	1.7	28	118	-22	120
CS(=O)(=O)N(CC(=O)NC1CCCC1)Cc1ccc(F)cc1
→ -10	0.91	-0.4	21	10	2.1	-6	95	3	90
O=C(N/N=C\c1cn[nH]c1-c1ccccc1)c1cccs1
→ 1	1.1	0.1	-3	-1	3.9	21	120	-22	101
Cc1ccc2c(c1)c(C)c(C)n2CC(O)Cn1nc(C)c(Br)c1C (configuration not stated)
→ -6	0.94	-0.2	-5	6	2.1	-3	84	17	108
COc1ccc(OC)c(C2=NOC(C(=O)NCc3cccs3)C2)c1 (configuration not stated)
→ 9	1.1	-0.2	-5	-9	-0.4	-2	97	4	104
CCC(C)NC(=O)Nc1ccc(Br)cc1Cl (configuration not stated)
→ 0	1.2	-0.1	28	0	3.0	-6	98	0	80
CCn1c(SCC(=O)c2ccc(Br)cc2)nnc1C(C)NC(=O)Cc1ccc(OC)cc1 (configuration not stated)
→ 12	0.95	-0.2	10	-12	3.1	-5	100	0	92
COc1ccc(NS(=O)(=O)c2ccc(SC)cc2)c(OC)c1
→ 3	1.1	-0.4	13	-3	-0.5	-3	96	5	89
COc1ccc(C)cc1NC(=O)Nn1cnnc1
→ -7	1.1	-0.1	6	7	0.9	-6	113	-14	99

Among those listed so far, these have a cyano group.
Value order – APP transl inh	NF-kB neuron act	Hsp70 act	STAT3 inh	APP 5'UTR act	RAM inhibit	FLuc inhib CS	STAT1 act	STAT1 inh	STAT3 activator
COC(=O)C1=C(C)N=C2SC(C#N)=C(N)N2C1c1cccc(OC)c1 (configuration not stated)
→ -9	0.91	-0.1	-2	9	2.2	-2	102	-2	107
CSCCC(/C(O)=C(\C#N)c1nc2ccccc2[nH]1)N1C(=O)c2ccccc2C1=O (configuration not stated)
→ 2	0.87	-0.1	10	-2	3.8	-3	102	-2	96

(continued)
Value order – APP transl inh	NF-kB neuron act	Hsp70 act	STAT3 inh	APP 5'UTR act	RAM inhibit	FLuc inhib CS	STAT1 act	STAT1 inh	STAT3 activator
COC(=O)c1sc2nc(C)nc(SCC(=O)C(C)(C)C)c2c1C
→ -7	1.2	-0.4	4	7	3.5	-3	88	11	99
Cc1oc(-c2nc3ccccc3n2C)cc1C(=O)c1ccccc1
→ -190	2.6	-0.7	73*	190*	0.3	90*	64	39*	42
CCOC(=O)C(=O)c1c(-c2ccc(C)cc2)nc2ccccn12
→ -2	1.1	-0.5	-3	2	3.0	2	95	6	103
C=CCC1c2cccc(C(=O)O)c2C(=O)N1c1ccc(Cl)cc1 (configuration not stated)
→ 2	1.4	0.0	16	-2	0.1	-5	95	6	91
CCN1CCN(C2=C(Cl)C(=O)N(Cc3ccccc3)C2=O)CC1
→ -19	1.3	0.0	4	19	4.6	-7	93	7	98
Cc1nn(C)c(Cl)c1/C=C/C(=O)O
→ 4	1.3	0.1	-7	-4	-1.1	-2	100	-4	110
CCOC(=O)Cc1cc(=O)n2[nH]c(-c3ccc(C)cc3)cc2n1
→ -6	0.99	-0.1	2	6	5.9	54*	103	-4	102
COc1ccc(CN2CNc3c(c(=O)n(C)c(=O)n3C)C2)cc1
→ 4	1.2	-0.5	-6	-4	1.2	-4	93	8	109
CCOC(=O)N1CCN(C(=O)c2cc3c(=O)[nH]c4ccccc4c3s2)CC1
→ -8	0.85	-0.2	13	8	4.0	1	76	25	93
CCn1c([N+](=O)[O-])nc2c1c(=O)[nH]c(=O)n2C
→ 1	4.8*	0.4	3	-1	0.5	-3	83	18	97
O=C(COC(=O)c1ccc2c(c1)OCO2)NCc1ccc2c(c1)OCO2
→ 8	1.2	-0.5	-10	-8	1.9	-4	106	-6	105
CCn1c(SCC(=O)c2ccc3c(c2)OCCO3)nnc1-c1ccco1
→ -4	1.8	-0.2	2	4	1.6	38	106	-7	102
CCOC(=O)N1CCN(c2nc(C)c3c(n2)CC(C)CC3=O)CC1 (configuration not stated)
→ 0	0.89	-0.2	26	-1	-0.6	0	98	2	81
O=C(Nc1ccccc1C(F)(F)F)N1CCN(c2ccc3nncn3n2)CC1
→ -20	0.89	-0.5	-6	20	2.6	-2	97	2	109
COc1cccc(C2CC(C(F)(F)F)n3ncc(C(=O)NC(C)(C)C)c3N2)c1 (configuration not stated)
→ -19	1	-0.4	0	19	1.2	-8	102	-2	103
CC(=O)Nc1ccc(NS(=O)(=O)c2cc(C)sc2C)cc1
→ -14	1.2	-0.3	-3	14	-0.7	-7	101	-1	106
CCOCCCN1C(=O)CN(C2CCCCC2)C(=O)C1c1ccc(OC)c(OC)c1 (configuration not stated)
→ 7	1	-0.2	14	-7	0.8	-8	103	-4	93
CCC1(CC)Cc2ccccc2C(N)=C1C#N
→ -18	1.2	-0.5	13	18	-1.6	-3	92	9	92
CC(C)C(NC(=O)c1ccc(F)cc1)C(=O)OCC(=O)N1CC(=O)Nc2ccccc21 (configuration not stated)
→ -8	1	-0.2	-3	8	0.4	-5	99	1	102
CCOC(=O)c1c(C)[nH]c(O)c1C=Nc1ccccc1
→ -1	1	-0.2	16	1	2.1	-3	108	-9	92
COc1ccc(N2CCN(C(=O)CN(Cc3ccccc3)S(C)(=O)=O)CC2)cc1
→ -2	0.93	-0.3	5	2	-0.2	-3	100	0	96
Cc1ccc2nsnc2c1S(=O)(=O)N1CCN(Cc2ccc3c(c2)OCO3)CC1
→ -15	0.99	-0.6	4	15	-1.7	-4	98	2	99
CCSc1nc2c(c(-c3ccc(C)o3)c1C#N)CCCC2
→ 3	1.5	0.1	-4	-3	2.4	-2	97	3	107
O=S(=O)(c1ccc(Oc2ccc3oc4ccccc4c3c2)nc1)N1CCCC1
→ 6	1	-0.2	9	-7	1.8	1	97	2	98
CCCC(=O)Nc1cccc(S(=O)(=O)N(C)c2ccccc2)c1
→ -10	1.2	0.2	-3	9	-0.1	-11	105	-5	103
Cc1cc(SCC#N)n2nc(C)c(-c3ccccc3)c2n1
→ 4	1.2	-0.3	14	-4	1.9	0	107	-7	91
Cc1cccc(N2C(=O)CC(Sc3nc(C)c4c(n3)CCCC4)C2=O)c1 (configuration not stated)
→ 12	1.2	-0.1	6	-12	2.9	-2	101	-1	100
Cn1cc(S(=O)(=O)N2CCC(Cc3ccccc3)CC2)c(=O)n(C)c1=O
→ -6	1.1	-0.4	17	6	3.7	-6	93	7	93
CCC(C)NC(=O)C1c2ccccc2C(=O)N1Cc1ccc(OC)cc1OC (configuration not stated)
→ -2	1.2	-0.5	1	2	3.5	-5	97	3	104
CC(=O)OCC(=O)Nc1ccc(N=Nc2ccccc2)cc1
→ -110	4.9*	0.7	11	110	0.2	9	162*	-69	93
O=C(NCCOC(=O)C1COc2ccccc2O1)C1COc2ccccc2O1 (configuration not stated)
→ -5	1.1	-0.3	0	5	0.7	-4	100	0	103
O=C(CN1C(=O)C2CCCCN2C(=O)c2ccccc21)N1CCCc2ccccc21 (configuration not stated)
→ -4	1.1	-0.4	-1	4	0.6	-8	109	-9	104
C=CCSc1nnc2n(CCc3ccccc3)c(=O)c3c4c(sc3n12)COC(C)(C)C4
→ 3	0.63	-0.2	10	-3	0.6	-5	97	2	92
CCCCCOC(=O)c1ccccc1C(=O)O
→ 19	1	-0.3	7	-19	2.3	0	100	1	100
Cn1c(SCC(=O)N/N=C/C=C/c2ccco2)nc2ccccc21
→ -3	1.4	0.3	-3	3	0.8	4	102	1	100
Cc1cc(=O)oc2cc(NC(=S)NCc3cccnc3)ccc12
→ -1	1.2	0.1	19	1	-0.2	-2	97	1	89
CC12CN3CCN(CC(C3)/C1=N/NC(=O)Nc1ccccc1)C2
→ -33	1.4	-0.1	6	33	1.1	2	101	-1	98
Cc1ccc(C(=O)N/C(=C\c2ccc(Br)cc2)c2nc(=S)[nH][nH]2)cc1
→ -5	0.95	-0.1	-5	5	6.0	-7	107	-7	109
